TRPC6 activator – activates the mouse TRPC6 cation channel; B-score at 10 µM; HEK293-TRPC6 membrane potential dye fluorescence; stronger effect = higher value; 310,000 tested, 0.13% active; Q61143;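 active = B-score of the integrated fluorescence ratio above library mean plus 3 SD, and starting fluorescence ratio within library mean plus 5 SD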;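 also: higher score means more depolarization so channel activation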
MrgX1 PAM – human MrgX1 positive allosteric modulation, primary screen; Q96LB2; MrgX1-HEK293, Fluo-4 calcium flux, FDSS; stronger effect = higher value; B-score at 10 µM; 310,000 tested, 0.63% active;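 active = plate-corrected calcium response at least 3 library SD above typical, normal starting fluorescence, not activating the receptor alone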;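 also: compound read alongside a low EC10 to EC30 dose of BAM8-22 agonist; peak minus trough fluorescence over baseline measured at the second addition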
MrgX1 antag – blocks BAM8-22 activation of human MrgX1 receptor; MRGX1-HEK293 calcium flux, Fluo-4, BAM8-22 antagonism; stronger effect = lower value; B-score at 10 µM; 310,000 tested, 1.3% active; AID 588676;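 active = calcium-response B-score plate-corrected more than 3 library SD below zero, starting fluorescence within 5 deviations, no agonist response on first addition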;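 also: peak minus trough fluorescence over baseline after final BAM8-22 challenge near maximal dose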
TRPC4 block – inhibitors of mouse TRPC4 channel; B-score at 10 µM; HEK293 TRPC4beta/mu-opioid, DAMGO-evoked Fluo4 calcium flux; stronger effect = lower value; Q9QUQ5; 300,000 tested, 0.39% active;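 active = B-score over 3 SD under the library average, no early fluorescence shift, positive overall ratio signal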
Target sequence (Q9QUQ5 whole entry, looked up): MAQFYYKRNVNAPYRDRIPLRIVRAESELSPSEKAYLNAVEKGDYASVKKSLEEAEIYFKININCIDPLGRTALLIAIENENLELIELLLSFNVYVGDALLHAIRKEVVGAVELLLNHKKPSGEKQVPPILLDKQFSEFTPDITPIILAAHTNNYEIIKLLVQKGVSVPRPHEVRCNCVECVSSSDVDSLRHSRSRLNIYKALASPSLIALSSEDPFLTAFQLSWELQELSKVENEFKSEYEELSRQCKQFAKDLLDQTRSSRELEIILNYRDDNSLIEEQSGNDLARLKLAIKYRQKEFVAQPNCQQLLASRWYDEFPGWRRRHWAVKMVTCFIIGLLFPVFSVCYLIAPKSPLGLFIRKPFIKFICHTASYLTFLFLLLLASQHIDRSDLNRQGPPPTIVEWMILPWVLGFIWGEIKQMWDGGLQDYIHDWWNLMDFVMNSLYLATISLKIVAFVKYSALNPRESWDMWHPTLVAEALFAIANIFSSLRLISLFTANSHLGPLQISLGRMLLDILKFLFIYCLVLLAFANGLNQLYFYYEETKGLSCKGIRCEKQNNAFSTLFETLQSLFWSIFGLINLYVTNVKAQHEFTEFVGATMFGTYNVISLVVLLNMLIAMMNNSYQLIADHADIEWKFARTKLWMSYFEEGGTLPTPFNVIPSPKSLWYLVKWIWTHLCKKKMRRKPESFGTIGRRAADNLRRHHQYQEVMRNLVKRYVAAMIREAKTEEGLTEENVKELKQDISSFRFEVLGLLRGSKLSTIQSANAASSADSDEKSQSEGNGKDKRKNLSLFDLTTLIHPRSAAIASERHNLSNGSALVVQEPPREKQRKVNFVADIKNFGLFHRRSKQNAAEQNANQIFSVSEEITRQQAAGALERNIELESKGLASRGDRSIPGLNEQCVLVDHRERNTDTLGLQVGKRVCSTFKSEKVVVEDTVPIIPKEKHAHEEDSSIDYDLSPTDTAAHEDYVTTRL
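Assay system: HEK293 cells with stable TRPC4beta plus mu-opioid receptor expression; Probe or stimulus: DAMGO in two steps, submaximal then maximal; Dosing: single-point compound dosing; Measured by: Fluo4 calcium-dye fluorescence, kinetic read; Read-out basis: B score from integrated Fluo4 fluorescence ratio.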
TRPC6 inh – mouse TRPC6 channel inhibition; Q61143; HEK293-TRPC6, membrane potential dye, ACh-evoked depolarization; stronger effect = lower value; B-score at 10 µM; 310,000 tested, 1.1% active;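 active = B-score under library mean minus 3 SD, initial fluorescence not abnormally high, positive integrated signal ratio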;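 also: B-score derived from integrated fluorescence ratio over the kinetic read; more negative B-score means stronger inhibition of depolarization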
MrgX1 ag – activates human MrgX1 receptor signaling. AID 588627. B-score at 10 µM. 310,000 tested, 0.44% active. MrgX1-HEK293 cells, Fluo-4 calcium fluorescence, agonist mode; stronger effect = higher value. Q96LB2;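 active = calcium response B-score plate-corrected fluorescence ratio at least 3 library SD, with starting fluorescence B-score inside 5 SD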
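Assay system: MrgX1-expressing HEK293 cells / Amount: fifteen thousand cells per well / Doses: test compound in the initial addition of three / Timing: cells plated overnight, dye loaded 0.5 h 37 °C, 0.5 h room temperature / Technique: kinetic calcium dye fluorescence, Fluo-4 NW / Control set: positive and negative controls per plate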
HIF act – HIF pathway transcriptional activation; AID 1910; 300,000 tested, 0.32% active; activation, % at 7.5 µM (by protocol); U2OS HRE-luciferase reporter, luminescence; normalized: DMSO 0%, desferrioxamine 100%;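 active = mean activation of at least 10% of the iron chelator positive control signal, with at least half of replicates also reaching 10%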
PolyA inh – inhibitors of polyadenylation in S. cerevisiae; S. cerevisiae SKY197-pL101 polyadenylation reporter, beta-gal luminescence; efflux-impaired pdr1/pdr3 knockout yeast; score 100 = 6 SD above DMSO; 300,000 tested, 0.02% active; calls only at 12 µM; AID 1875;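 active = lowest replicate activity score at least 50, where 100 means six control SD above control mean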;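 also: yeast exposed to compound for 9 h at 30 °C; higher score means more reporter readthrough which indicates perturbed polyadenylation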
TRPC4 agonist – opens the mouse TRPC4 cation channel. 310,000 tested, 0.49% active. HEK293 TRPC4beta/mu-opioid, Fluo4 calcium fluorescence; stronger effect = higher value. B-score at 10 µM;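 active = B-score above 5 SD of library B-scores, and initial fluorescence ratio not above library mean plus 5 SD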;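 also: positive B-score marks a calcium rise read as TRPC4 activation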
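Technique: kinetic Fluo4 calcium fluorescence; Test system: TRPC4beta and mu-opioid receptor HEK293 stable cells; Measure: B-scored integrated calcium fluorescence ratio; Benchmarks: low control buffer alone, high control maximal DAMGO; Schedule: 45 min room-temperature Fluo4 loading, 110 s read.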
AI-2 QS mod – Vibrio harveyi AI-2 quorum sensing modulation; 300,000 tested, 0.4% active; AID 2094; activity change, % at 7.5 µM; Vibrio harveyi JMH597 AI-2 luminescence/OD600 ratio, 9 h; stronger effect = lower value; strain lacks LuxN and CqsS sensors; 0 = neutral-control median; in the data active = activity change below about -75%, passing the limit was not always enough;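 also: luminescence divided by OD600 gain over 9 h not by final OD600 alone; inactives centre near 13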
TRPC4 potent – allosterically enhances the mouse TRPC4 cation channel; HEK293 TRPC4beta/mu-opioid, DAMGO EC20, Fluo-4 Ca2+ flux; stronger effect = higher value; B-score at 10 µM; Q9QUQ5; 310,000 tested, 0.42% active;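 active = B-score of calcium response area above 5 SD of library B-scores, with initial fluorescence ratio within 5 SD of library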;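 also: B-score of integrated fluorescence ratio over time as area under calcium response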
The depositor's hits bear a star; i = inactive; . = not tested or not shown. Some of the compounds tested; the hit share may differ from the screen's.

Every second line gives: TRPC6 activator, MrgX1 PAM, MrgX1 antag, TRPC4 block, TRPC6 inh, MrgX1 ag, HIF act, PolyA inh, TRPC4 agonist, AI-2 QS mod, TRPC4 potent
1	CCc1cccc(NC(=O)CCCCCC2NC(=O)NC2C)c1 (stereo unspecified)
 : i, i, i, i, i, i, 0.1, i, i, -1.5, i
2	C=CCN1C(=O)/C(=c2\sc3nc(=O)c(Cc4ccccc4Cl)nn3c2=O)c2ccccc21
 : i, i, i, i, i, i, -1.2, i, i, 26.9, i
3	COCCN(C(=O)CNC(=O)c1ccco1)C(C(=O)NC1CCCCC1)c1cccnc1 (stereo unspecified)
 : i, i, i, i, i, i, -0.7, i, i, 22.1, i
4	Fc1cccc(CSc2ccc(-c3ccc4c(c3)OCO4)nn2)c1
 : i, i, i, i, i, i, 1.0, i, i, 10.3, i
5	COc1ccc2cc(/C=N/NC(=O)c3ccc(CN(c4cccc(Cl)c4Cl)S(C)(=O)=O)cc3)c(Cl)nc2c1
 : i, i, i, i, i, i, -0.5, i, i, 23.5, i
6	CC(C)(C)c1ccc(C(=O)N2CCC(C(=O)NC3CCCCCC3)CC2)cc1
 : i, i, i, i, i, i, 0.6, i, i, 22.5, i
7	CCC(CC)C1C(C#N)=C(N)Oc2n[nH]c(C)c21 (stereo unspecified)
 : i, i, i, i, i, i, -0.2, i, i, 19.7, i
8	COc1ccc(C(=O)Nc2cc(C(F)(F)F)ccc2-n2cncn2)cc1
 : i, i, i, i, i, i, 0.2, i, i, 18.7, i
9	Cc1nn(Cc2ccc(Cl)cc2)c2sc(C(=O)O)cc12
 : i, i, i, i, i, i, 0.1, i, i, 20.4, i
10	COc1ccc(CN2CC(C(=O)NCCN3CCN(c4ccccc4F)CC3)CC2=O)cc1 (stereo unspecified)
 : i, i, i, i, i, i, -0.5, i, i, 10.4, i
11	O=C(NO)c1ccccc1C(F)(F)F
 : i, i, i, i, i, i, -0.4, i, i, 14.6, i
12	O=C(COC(=O)Cc1c[nH]c2ccccc12)Nc1cccc2ccccc12
 : i, i, i, i, i, i, -0.1, i, i, 17.5, i
13	Cn1c(/C(C#N)=C(\O)c2cccc(F)c2)nc2ccccc21
 : i, i, -5.38*, i, i, i, 1.6, i, i, 16.3, i
14	CCNC(=S)N(CCCO)Cc1cc2cc3c(cc2[nH]c1=O)OCCO3
 : i, i, i, i, i, i, 0.5, i, i, 11.6, i
15	COc1cc2[nH]c(=O)c(C(=O)NCCCN3CCCCC3)c(O)c2cc1OC
 : i, i, i, i, i, i, -0.7, i, i, ., i
16	CCCCn1c(SCc2ncc(-c3ccccc3)o2)nc2cc(S(N)(=O)=O)ccc21
 : i, i, i, i, i, i, -1.1, i, i, -2.1, i
17	Cc1cc(OCC(=O)OCC(=O)N(C)c2c(N)n(Cc3ccccc3)c(=O)[nH]c2=O)ccc1Cl
 : i, i, i, i, i, i, 1.0, i, i, 16.0, i
18	Clc1ccc(-c2nnc3n2CCCS3)cc1
 : i, i, i, i, i, i, -0.5, i, i, 12.8, i
19	CSCC[C@H](NC(=O)[C@H](Cc1ccccc1)n1c(=O)[nH]c2ccccc2c1=O)C(=O)N[C@@H](Cc1ccccc1)C(=O)O
 : i, i, i, i, i, i, -0.3, i, i, 1.7, i
20	CC1CCc2c(sc(NC(=O)CSc3ncn[nH]3)c2C#N)C1 (stereo unspecified)
 : i, i, i, i, i, i, -4.3, i, i, 32.9, i
21	CC1CCCN(c2nc(N(C)c3ccccc3)nc(N)c2[N+](=O)[O-])C1 (stereo unspecified)
 : i, i, i, i, i, i, 0.7, i, i, 21.8, i
22	CCCC(=O)Nc1c(-c2ccc(OC)cc2)c(=O)c2ccccc2n1C
 : i, i, i, i, i, i, -0.4, i, i, 28.8, i
23	COc1ccc(NC(=O)CCCNC(=O)Cn2cnc3sc4c(c3c2=O)CCCC4)c(OC)c1
 : i, i, i, i, i, i, -0.1, i, i, -4.2, i
24	O=C(CNc1ccc(F)cc1)c1ccccc1
 : i, i, i, i, i, i, 1.5, i, i, -4.6, i
25	CC1=CC(C)(C)N2C(=O)C(=O)c3cc(OC(=O)c4ccco4)cc1c32
 : i, i, i, i, i, i, 1.4, i, i, 43.4, i
26	COc1ccc(C(=O)NCC23C=CC(O2)C2C(=O)N(Cc4ccccc4)C(=O)C23)cc1 (stereo unspecified)
 : i, i, i, i, i, i, 0.3, i, i, -5.2, i
27	COc1ccc(-n2c(Cc3cccn3C)nnc2SCC(=O)N2CCCc3ccccc32)cc1
 : i, i, i, i, i, i, -0.2, i, i, 15.5, i
28	COc1cccc(-c2nn(-c3ccccc3)cc2CN(C)Cc2c(C)nc3ccccn23)c1
 : i, i, i, i, i, i, 0.1, i, i, 2.9, i
29	CCOc1ccc(S(=O)(=O)N2CCOCC2)cc1NC(=O)CN1C(=O)NC2(CCCC2)C1=O
 : i, i, i, i, i, i, 1.9, i, i, 17.0, i
30	O=C(Cn1cnc2ccccc2c1=O)NCCC(=O)Nc1ccc(F)cc1
 : i, i, i, i, i, i, 0.2, i, i, 17.1, i
31	CC(=O)Nc1ccc(S(=O)(=O)NCC2CCC(C(=O)NCCC3=CCCCC3)CC2)cc1 (stereo unspecified)
 : i, i, i, i, i, i, 0.9, i, i, 34.0, i
32	COCCN1CN(S(=O)(=O)c2ccc(Cl)cc2)c2nc3ccccc3nc21
 : i, i, i, i, i, i, -0.2, i, i, 28.5, i
33	COc1cccc(NC(=O)C2CC(=O)N(Cc3ccc(C)cc3)C2)c1 (stereo unspecified)
 : i, i, i, i, i, i, -0.3, i, i, -1.2, i
34	O=C(/C=C/c1cccs1)Nc1nncs1
 : i, i, i, i, i, i, 1.3, i, i, 1.4, i
35	CN1CCN(CCC(=O)Nc2ccc(Br)cc2)CC1
 : i, i, i, i, i, i, -0.8, i, i, 14.2, i
36	COc1ccccc1OCCOc1ccc(C(=O)c2ccccc2)cc1
 : i, i, i, i, i, i, 0.2, i, i, -10.1, i
37	COc1cc(/C=C2\C(=N)N3N=C(S(C)(=O)=O)SC3=NC2=O)ccc1OS(=O)(=O)c1ccccc1
 : i, i, i, i, i, i, 1.2, i, i, 30.3, i
38	CC(=O)c1ccc(OCC(=O)NCc2ccc(F)cc2)cc1
 : i, i, i, i, i, i, 0.3, i, i, 1.5, i
39	CC(NC(=O)c1cccs1)C(c1cccs1)N1CCN(c2ccccc2)CC1 (stereo unspecified)
 : i, i, i, i, i, i, -0.1, i, i, -5.1, i
40	CC(C(=O)NCC1CCCCC1)N1CCc2ccccc2C1 (stereo unspecified)
 : i, i, i, i, i, i, -0.5, i, i, 10.1, i
41	Nc1cc(-c2ccc(Br)cc2)nn1Cc1ccccc1
 : i, ., ., i, i, ., 1.0, i, i, -5.3, i
42	COc1ccc(NC(=O)c2ccc(NC(=O)COC(=O)CC(NC(=O)c3ccccc3Cl)c3ccccc3)cc2)cc1 (stereo unspecified)
 : i, i, i, i, i, i, -1.6, i, i, 25.2, i
43	Cc1ncsc1CCC(=O)N1CCCC(Nc2ccc(F)c(F)c2)C1 (stereo unspecified)
 : i, i, i, i, i, i, 0.3, i, i, 29.2, i
44	Cc1cc(C)n(-c2n[nH]c(C)c2[N+](=O)[O-])n1
 : i, i, i, i, i, i, 0.5, i, i, 40.7, i
45	COC(=O)c1ccc(N=C2SCC(=O)N2C)cc1
 : i, i, i, i, i, i, -0.1, i, i, 10.0, i
46	O=C(CSc1nnc(Nc2ccccc2)s1)NCc1cccs1
 : i, i, i, i, i, i, -0.2, i, i, -4.3, i
47	CCc1c(C(=O)Nc2ncn(Cc3cccc(C)c3)n2)csc1C
 : i, i, i, i, i, i, -0.6, i, i, 10.9, i
48	CCOC(=O)CSC1=Nc2ccccc2C2=NC(CC(=O)NCc3cccs3)C(=O)N12 (stereo unspecified)
 : i, i, i, i, i, i, -0.3, i, i, 18.4, i
49	C/C(CCc1ccccc1)=N\NC(=O)CCc1ccccc1
 : i, i, i, i, i, i, -0.8, i, i, 19.5, i
50	CCOC(=O)/C(=N/O)C1=NC(C)(C)Cc2cc(C)c(C)cc21
 : i, i, i, i, i, i, -0.4, i, i, 1.6, i
51	NC(=S)N=Nc1c(O)n(Cc2ccccc2)c2ccccc12
 : i, i, i, i, i, i, -0.1, i, i, 12.9, i
52	CCCCCCCc1c(O)nc(SCCN2CCOCC2)[nH]c1=O
 : i, i, i, i, i, i, 0.3, i, i, 16.8, i
53	CN1CCN(C(=O)C2CCCN(S(=O)(=O)c3ccc(F)cc3)C2)CC1 (stereo unspecified)
 : i, i, i, i, i, i, 0.1, i, i, 2.9, i
54	CC(C)C(=O)NC(C)C(c1cccs1)N1CCOCC1 (stereo unspecified)
 : i, i, i, ., i, i, -0.3, i, i, 8.5, i
55	N#Cc1c[nH]n2c(=O)c3c(nc12)CCCC3
 : i, i, i, i, i, i, -0.2, i, i, 30.0, i
56	CC(=O)c1c(C)[nH]c(C(=O)N(C)C(c2ccccc2)c2ccccc2)c1C
 : i, i, i, i, i, i, 0.2, i, i, 21.4, i
57	COc1ccc(S(=O)(=O)N2CCOC2CNC(=O)C(=O)NCCc2ccccc2)cc1OC (stereo unspecified)
 : i, i, i, i, i, i, -0.2, i, i, 17.5, i
58	COc1ccc2c(C)c(CC(=O)N3C[C@H]4C[C@@H](C3)c3cccc(=O)n3C4)c(=O)oc2c1OC
 : i, i, i, i, i, i, -0.1, i, i, 10.7, i
59	O=C1c2ccc([N+](=O)[O-])cc2C(=O)N1Cc1cccnc1
 : i, i, i, i, i, i, -0.3, i, i, 17.7, i
60	Cc1ccc(CNC(=O)CN(C2CCCCC2)S(C)(=O)=O)cc1
 : i, i, i, i, i, i, -2.6, i, i, 1.1, i

Compound activity deposited in PubChem BioAssay by several laboratories.
